# Assay outcomes as filed in PubChem BioAssay.
# Eya2 inh: blocks the phosphatase activity of human Eya2. O00167. recombinant Eya2, OMFP fluorescence dephosphorylation (OMFP is methylfluorescein phosphate). Potency, µM (top dose mostly 76.9 µM), for the others: at the highest dose activity, negative = inhibition, usual class: inhibitors. 330,000 compounds, 0.006% hits. AID 488837; further: potency means the concentration at half of the fitted maximal effect; on the % scale 0 is the no-effect control and ±100 the full control effect
#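 Eya2 (0.2 uM) preincubated 10 min at ambient with compound, then OMFP substrate added at 50 uM; 10 min reaction in 50 mM HEPES pH 7.5, 50 mM NaCl, 5 uM MgCl2, 0.05% BSA, 1 mM DTT. Fluorescence read at Ex 485/Em 525 nm.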
# ELG1 genotox: genotoxicity induction in ELG1-luciferase HEK293T cells; HEK293T ELG1-luciferase reporter, luminescence, 16 h; Potency, µM (highest dose often 46 µM), without a hit: at the top dose activity change, positive = activation, usual class: activators; 330,000 compounds, 1.3% hits; further: potency means the concentration at half of the fitted maximal effect; % of control where 0% means no effect; nearly all actives have a fitted effect of over 60% in size
#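 Genotoxic stress is detected as increased luminescence from luciferase-tagged ELG1 in HEK293T cells, measured with ONE-Glo after a 16 hr treatment at 37 °C.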
# BRCA1 expr act: increases BRCA1 expression. 380,000 compounds, 1.1% hits. MCF7-BRCA1-FFLuc reporter, luminescence, 48 h; response scale: scaled: vehicle 0%, 10 µM genistein 100%. Potency, µM (series often up to 46.1 µM), for inactives: at the top dose activation, usual class: activators; further: potency means the concentration at half of the fitted maximal effect; nearly all actives have a fitted effect of over 80% in size; some results filed as inactive show a strong effect at the top dose
#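 MCF7 cells carrying a BRCA1-firefly luciferase reporter (2000 cells/well, phenol-red free MEM) were attached for 2 h at 37 °C, then given compounds for 48 h. Luminescence was read 15 min after luciferase reagent; activity normalized to genistein (10 microM) and DMSO.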
# TRPV1 ag: agonists of human vanilloid receptor 1 (TRPV1) | Q8NER1 | TRPV1-expressing cells, Fluo-8 calcium influx, agonist mode | activation, % at 8.33 µM | 320,000 compounds, 0.19% hits; in the data active means activation above about 80%; inconclusive means between about 30% and that limit; further: 0% is about no effect
# Target sequence (Q8NER1 whole entry, looked up): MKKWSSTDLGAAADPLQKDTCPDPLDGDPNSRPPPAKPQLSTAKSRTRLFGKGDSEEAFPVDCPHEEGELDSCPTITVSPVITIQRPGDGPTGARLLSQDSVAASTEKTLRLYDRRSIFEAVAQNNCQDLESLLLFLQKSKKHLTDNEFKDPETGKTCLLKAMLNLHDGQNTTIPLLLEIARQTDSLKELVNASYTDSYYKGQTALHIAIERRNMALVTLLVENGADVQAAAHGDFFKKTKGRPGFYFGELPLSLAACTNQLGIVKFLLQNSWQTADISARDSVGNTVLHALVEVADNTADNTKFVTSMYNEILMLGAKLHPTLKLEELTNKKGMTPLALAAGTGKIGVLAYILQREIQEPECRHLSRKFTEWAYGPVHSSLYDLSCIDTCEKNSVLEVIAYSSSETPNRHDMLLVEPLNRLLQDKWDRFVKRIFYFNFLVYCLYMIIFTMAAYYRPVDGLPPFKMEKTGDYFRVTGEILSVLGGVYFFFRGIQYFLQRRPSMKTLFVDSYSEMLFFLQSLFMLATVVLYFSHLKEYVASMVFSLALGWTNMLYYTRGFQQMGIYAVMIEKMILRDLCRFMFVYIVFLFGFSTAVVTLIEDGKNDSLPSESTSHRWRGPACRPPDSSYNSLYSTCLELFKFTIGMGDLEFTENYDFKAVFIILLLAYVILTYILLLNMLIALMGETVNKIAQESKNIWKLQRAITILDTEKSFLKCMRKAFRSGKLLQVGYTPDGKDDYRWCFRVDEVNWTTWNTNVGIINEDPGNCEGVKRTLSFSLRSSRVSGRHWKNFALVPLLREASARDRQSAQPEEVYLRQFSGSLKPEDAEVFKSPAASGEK
#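 Cells expressing TRPV1 were dye-loaded with Fluo-8 and read kinetically: 10 s baseline, 3 min after compound (agonist portion), then 2 min after EC20 capsaicin (allosteric enhancer portion). Calcium-bound dye fluorescence at 480/520 nm.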
# USP2a block: inhibitors of human ubiquitin-specific protease USP2a; Potency, µM (titrated, usually from 38.3 µM), inactives show at the top dose activity change, negative = inhibition, actives largely listed as inhibitors; USP2 core, Ub-CHOP2 coupled fluorogenic reporter, 485/531; O75604; 330,000 compounds, 0.01% hits;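 further: potency means the concentration at half of the fitted maximal effect; plate controls were DMSO wells for no effect and full inhibition by NEM control for full effect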
#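 Deubiquitinase activity read as fluorescence (485/531 nm) after Ub-CHOP2 cleavage activates the enterokinase reporter on its substrate; USP2 core 10nM, Ub-CHOP2 and substrate 25nM each, 30min compound preincubation then 60min RT; data normalized to NEM, curves fitted.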
# p53 reactivation: mutant p53 re-activation in reporter cells. H1299 p53-A138V BP100-luciferase reporter, luminescence, 24 h. Potency, µM (highest dose often 92.2 µM), inactives show top-dose activity change, positive = activation, actives largely listed as activators. 320,000 compounds, 0.063% hits; further: potency means the concentration at half of the fitted maximal effect; % of control where 0% means no effect; nearly all actives have a fitted effect of over 45% in size
#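 H1299 (p53-null), stable ts p53-A138V + BP100-Luc; 1000 cells/well, Opti-MEM/10% FBS; cpd 4 pt, 1:5; 24 h, 37 deg C, 5% CO2; detection reagent 10 min RT; luminescence.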
# a7 integrin act: activates integrin-mediated alleviation for muscular dystrophy; alpha7betagal myoblasts, beta-gal FDG fluorescence, 48 h; 350,000 compounds, 0.064% hits; Potency, µM (series often up to 38.3 µM), inactives show at the highest dose activation, actives largely listed as activators;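 further: potency means the concentration at half of the fitted maximal effect; 100% = response of the positive control SU9516; nearly all actives have a fitted effect of over 60% in size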
#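 alpha7betagal+/- myoblasts (passage 13, 250/well) treated 48 h at 37C with compounds at 1:260 dilution of DMSO stock. Lysed, then beta-galactosidase activity read as FDG fluorescence (ex 480/em 540) after 30 min, with pre-read for autofluorescence.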
# B2AR arrestin: agonists driving beta-arrestin recruitment to human beta2-adrenergic receptor. P07550. beta-arrestin recruitment to beta2AR, cell-based reporter. Potency, µM (titrated, usually from 46.1 µM), for the others: at the top dose activation, actives largely listed as activators. 330,000 compounds, 0.02% hits. AID 492947;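 further: potency means the concentration at half of the fitted maximal effect; 0% = DMSO controls and full agonism = EC100 isoproterenol or metaproterenol; nearly all actives have a fitted effect of over 65% in size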
# ASM inhibitor: inhibitors of human secretory acid sphingomyelinase; P17405; placental ASM, HMU-PC fluorogenic substrate, 60 min; Potency, µM (series often up to 57.5 µM), for inactives: at the highest dose activity change, negative = inhibition, actives largely listed as inhibitors; 340,000 compounds, 0.006% hits; AID 504937; further: potency means the concentration at half of the fitted maximal effect
#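 Fluorogenic HMU-PC substrate (9 uM final) is turned over by placental ASM in 60 min at 37 C after a 10 min compound preincubation. Reaction ended by alkaline stop (pH 10), with fluorescence read at 386/447 nm.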
# uPA generation: cell surface uPA generation inhibition | cell surface uPA generation assay, qHTS | Potency, µM (series often up to 38.3 µM), without a hit: at the top dose activity change, negative = inhibition, hits mostly inhibitors | 330,000 compounds, 0.31% hits | AID 540303; active means well fitted inhibition curve with a large enough effect; inconclusive means small, poorly fitted or top-dose-only effect; inactive means no such curve, though single readings can be large or run the other way; tested in mouse RAW 264.7 cells; further: potency means the concentration at half of the fitted maximal effect; on the % scale 0 is the no-effect control and ±100 the full control effect; nearly all actives have a fitted effect of over 55% in size
# TSG101-PTAP inh: blocks PTAP/TSG101 interaction to inhibit HIV-1 budding; Q99816; Fluorescence polarization, FITC-PTAP peptide / Tsg101 binding; Potency, µM (doses to about 115 µM), inactives show at the top dose activity change, negative = inhibition, hits mostly inhibitors; 340,000 tested, under 10 active; active means well fitted inhibition curve with a large enough effect in the main read-out, with a control signal flat, not every such curve was filed as active; inconclusive means small, poorly fitted or top-dose-only effect, or effect the other way, or a change in a side signal; inactive means no such curve, though single readings can be large or run the other way; further: potency means the concentration at half of the fitted maximal effect; % of control where 0% means no effect
#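 Tsg101 binding domain (10 uM final) was mixed with compound and a FITC-labeled PTAP peptide (50 nM final) in HEPES pH 7.5 buffer with NaCl, Tween 20, EDTA and TCEP; fluorescence polarization was read after 20 min at r.t.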
# * marks the source's active call; other numbers are inactive results; u = inconclusive; x = no result given; [ ] = dose if it differs, or a comment. Unless noted, the call rests on the fitted dose curve; in most records, active means well fitted curve in the direction sought with a large enough effect; inconclusive means small, poorly fitted or top-dose-only effect, or another doubt; inactive means no such curve, though single readings can be large; an effect the other way counts as inactive or inconclusive.
molecule	TSG101-PTAP inh	BRCA1 expr act	USP2a block	B2AR arrestin	ASM inhibitor	a7 integrin act	uPA generation	TRPV1 ag	ELG1 genotox	p53 reactivation	Eya2 inh
C[C@@H]1CN([C@@H](C)CO)C(=O)c2cccc(NS(C)(=O)=O)c2O[C@H]1CN(C)Cc1ccc(Oc2ccccc2)cc1	-9%	-7%	1%	-0.1%	-7%	-2%	8%	x	-1%	-4%	8%
Cn1c(N)c(C(=O)COC(=O)CNC(=O)c2ccc(Cl)cc2Cl)c(=O)n(C)c1=O	-2%	-33%	5%	-0.1%	0%	12%	1%	x	1%	-11%	2%
O=C(CCNC(=O)C1CCN(S(=O)(=O)c2ccc(F)cc2)CC1)NCc1cccnc1	-1%	1%	0%	0.0%	1%	-10%	1%	1	-1%	2%	-10%
O=C(COC(=O)C1(c2ccc(F)cc2)CCCC1)NC1CC1	-7%	10%	6%	-0.2%	1%	20%	x	u	1%	-5%	-11%
CCn1ncc(C2=NOC(C(=O)N3CCC(C(N)=O)CC3)C2)c1C (stereo not given)	-3%	7%	1%	-0.1%	2%	-9%	x	-1	-6%	-4%	-7%
O=C1NC(=O)C(CC(=O)N(c2ccccc2)C2(C(=O)NC3CCCC3)CCCCC2)N1 (stereo not given)	-8%	-9%	0%	-0.1%	4%	13%	1%	-3	3%	-7%	-2%
CC(=NC1CC1)C1=C(O)c2ccccc2C1=O	0%	u	5%	0.5%	-4%	-7%	-7%	2	u	21%	11%
Cc1ccc(Cn2c(=N)c(C(=O)NCC3CCCO3)cc3c(=O)n4ccccc4nc32)cc1 (stereo not given)	-2%	-27%	3%	0.0%	381%[activator]	1%	-2%	u	5%	-1%	-1%
CSCCC(NS(=O)(=O)c1ccccc1F)C(=O)NCc1ccncc1 (stereo not given)	-6%	4%	-1%	0.1%	2%	14%	5%	3	-3%	3%	4%
N#Cc1cccc(NS(=O)(=O)c2ccc(S(=O)(=O)N3CCOCC3)cc2)c1	-5%	-1%	0%	0.1%	4%	7%	0%	-1	7%	-6%	8%
COc1ccc(NC(=O)COC(=O)c2cc(=O)c3ccccc3o2)cc1OC	1%	-7%	2%	0.2%	-2%	9%	2%	-7	5%	9%	-27%
O=C(CN1CCN(S(=O)(=O)c2ccc(Br)cc2)CC1)N/N=C/c1ccncc1	-7%	0%	0%	-0.8%	-2%	0%	-3%	-8	-3%	-3%	3%

# A different layout for part of the listing above:
> O=C(CN1CCN(S(=O)(=O)c2ccc(Br)cc2)CC1)N/N=C/c1ccncc1
  TSG101-PTAP inh = -7%
  BRCA1 expr act = 0%
  USP2a block = 0%
  B2AR arrestin = -0.8%
  ASM inhibitor = -2%
  a7 integrin act = 0%
  uPA generation = -3%
  TRPV1 ag = -8
  ELG1 genotox = -3%
  p53 reactivation = -3%
  Eya2 inh = 3%

> O=C(CCNC(=O)C1CCN(S(=O)(=O)c2ccc(F)cc2)CC1)NCc1cccnc1
  TSG101-PTAP inh = -1%
  BRCA1 expr act = 1%
  USP2a block = 0%
  B2AR arrestin = 0.0%
  ASM inhibitor = 1%
  a7 integrin act = -10%
  uPA generation = 1%
  TRPV1 ag = 1
  ELG1 genotox = -1%
  p53 reactivation = 2%
  Eya2 inh = -10%

> N#Cc1cccc(NS(=O)(=O)c2ccc(S(=O)(=O)N3CCOCC3)cc2)c1
  TSG101-PTAP inh = -5%
  BRCA1 expr act = -1%
  USP2a block = 0%
  B2AR arrestin = 0.1%
  ASM inhibitor = 4%
  a7 integrin act = 7%
  uPA generation = 0%
  TRPV1 ag = -1
  ELG1 genotox = 7%
  p53 reactivation = -6%
  Eya2 inh = 8%

# Carrying on:
molecule	TSG101-PTAP inh	BRCA1 expr act	USP2a block	B2AR arrestin	ASM inhibitor	a7 integrin act	uPA generation	TRPV1 ag	ELG1 genotox	p53 reactivation	Eya2 inh
CCOC(=O)Nc1sc(=S)n(C)c1C	-7%	7%	3%	-0.1%	2%	2%	0%	-1	-1%	-9%	4%
Cc1ccccc1NC(=O)c1cccc(NC(=O)c2ccccc2C(=O)O)c1	-4%	-3%	x	x	1%	0%	5%	x	x	x	x
O=C(Nc1nccs1)c1ccc(-c2ccc(F)cc2)o1	-4%	u	-1%	-0.3%	1%	3%	-14%	u	u	18%	0%
COC(=O)c1ccc2[nH]c3cccc(/C(=C/c4ccccc4)c4ccccc4)c3c2c1	0%	-60%	-1%	0.1%	13%	-38%	-20%	18	-3%	-10%	-10%
COc1ccc(C(C(=O)NCc2ccccc2)N(C(=O)c2snc(C(N)=O)c2N)c2ccccc2OC)cc1 (stereo not given)	-3%	-43%	1%	0.4%	x	-29%	-8%	3	-5%	-4%	-1%
Cc1noc(NS(=O)(=O)c2ccc(NC(=O)CSc3nnc4c(n3)[nH]c3ccccc34)cc2)c1C	0%	-1%	6%	-1.1%	-5%	10%	2%	-1	0%	6%	0%
CNC(=O)C(=O)Nc1cc2c3c(c1)CCC(=O)N3CCC2	-7%	-3%	1%	-0.3%	-3%	-13%	9%	1	10%	11%	1%
COc1cccc(CNC(=O)CSCc2cnn(-c3ccccc3)c2-n2cccc2)c1OC	-7%	-28%	-3%	4.0%	-4%	-35%	5%	26	-9%	-8%	-7%
COCCn1c(=O)[nH]c(=O)c2c1nc(-c1ccc(-c3ccc(Cl)cc3[N+](=O)[O-])o1)n2Cc1ccccc1	-2%	-51%	1%	-0.3%	289%[activator]	6%	-9%	-3	-13%	-15%	-10%
CCOCCn1c(-c2ccccc2)nc2ccccc21	-2%	9%	1%	-0.4%	5%	2%	-2%	0	-3%	-2%	-1%
Cc1nn(CCCC(=O)Nc2cnn(Cc3ccc(F)cc3)c2)c(C)c1[N+](=O)[O-]	-2%	0%	0%	-0.3%	-3%	-7%	5%	0	-1%	-1%	-7%
CCOC(=O)c1c(-c2ccccc2)csc1NC(=O)c1cc(-c2ccccc2OC)on1	2%	-14%	x	x	83%	-6%	4%	x	x	x	x
COc1ccc(NC(=O)c2cc(C)cc(C)c2)cc1S(=O)(=O)N1CCCCC1	-6%	-27%	-10%	-0.6%	-1%	6%	-1%	-4	4%	-11%	12%
COc1ccc(OC)c(NS(=O)(=O)c2ccc3c(c2)n(C)c(=O)n3C)c1	-7%	-18%	3%	-0.2%	0%	15%	2%	-2	12%	5%	16%
CCN(C(=O)CO/N=C/c1ccc(OC)cc1OC)c1c(N)n(Cc2ccccc2)c(=O)[nH]c1=O	6%	6%	0%	-0.2%	1%	-3%	12%	0	0%	-8%	-7%
COCOc1ccc(/C=C2/Oc3cc(OCOC)cc(OCOC)c3C2=O)c(OCOC)c1	5%	-14%	x	x	444%[activator]	-9%	2%	x	x	x	x
Cc1ccc(C(=O)OCC(=O)N2CCNC2=O)c(C)c1	-6%	u	0%	0.2%	1%	20%	-2%	3	u	14%	12%
Cc1ccc(NCc2nnc(SCC(N)=O)n2CCc2ccccc2)cc1	x	x	-1%	0.5%	x	x	x	4	4%	0%	-22%
CCOC(=O)N/N=C/c1cc(OC)c(O)c(OC)c1	-2%	0%	-1%	-0.1%	73%[activator]	0%	5%	0	0%	-7%	8%
CCOc1ccc(NC(=O)C2CCCN(S(=O)(=O)c3ccc4c(c3)CC(C)N4C(C)=O)C2)cc1 (stereo not given)	1%	-37%	0%	-0.1%	-2%	16%	-3%	2	-4%	-5%	6%
Cc1c([C@H]2[C@@H](CC#N)C2(C)C)c2ccccc2n1C	-6%	-17%	4%	-0.6%	-4%	4%	3%	u	-1%	8%	4%
CCOC(=O)c1sc2ncc([N+](=O)[O-])cc2c1N	0%	45%	0%	-0.7%	-4%	31%	9%	8	6%	5%	3%
CC(=O)Nc1ccc(NC(=O)COc2ccc(S(=O)(=O)N3CCCC3)cc2)cc1	-4%	-12%	-1%	0.3%	1%	-3%	1%	4	6%	-7%	8%
COc1ccc(C(C)(C)C)cc1NC(=O)c1[nH]c(C)c(C(C)=O)c1C	-7%	-53%	0%	0.2%	-17%	35%	2%	u	4%	-11%	-18%
Cc1ccc(C(=O)NCCSC2CCCCC2)cc1S(=O)(=O)Nc1ccccc1	-7%	-51%	0%	0.0%	-9%	-15%	-6%	3	-4%	-12%	-40%
CCCCOC(=O)Nc1cccc(C(C)=O)c1	-3%	u	0%	-0.6%	1%	15%	-3%	17	4%	41%	3%
